# Bioassay records as filed in PubChem.
# USP1-UAF1 inh – Inhibitors of USP1/UAF1: Primary Screen. Ubiquitin carboxyl-terminal hydrolase 1 (Homo sapiens), O94782. recombinant USP1/UAF1, Ub-Rhodamine cleavage fluorescence. Potency, µM (highest dose often 57.1 µM), without a hit: at the highest dose activity change, negative = inhibition, most hits filed as inhibitors. hit rate 0.23% among 390,000. AID 743255, 2014; note: potency is the fitted concentration of half-maximal effect; % is set by controls: 0 for no effect and ±100 for the full control effect; nearly all actives have a fitted effect of over 60% in size; inactives centre near -12
#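 1 nM enzyme complex + cpd, 15 min RT; start with Ub-Rho 150nM final; kinetic fluorescence ex 480/em 540, 6 reads q60 s. Buffer 50mM HEPES pH 7.8, 0.5mM EDTA, 0.1 mg/ml BSA, 1mM TCEP, 0.01% Tween-20.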
# rTrxR1 inhibitor – qHTS Assay for Inhibitors of Mammalian Selenoprotein Thioredoxin Reductase 1 (TrxR1): qHTS; recombinant rTrxR1, NADPH fluorescence consumption, selenite substrate; hit rate 1% among 390,000; Potency, µM (top dose mostly 114 µM), inactives show at the top dose activity change, negative = inhibition, actives largely listed as inhibitors; AID 588453, 2011; Thioredoxin reductase 1, cytoplasmic (Rattus norvegicus), O89049; note: potency is the fitted concentration of half-maximal effect; % is set by controls: 0 for no effect and ±100 for the full control effect; nearly all actives have a fitted effect of over 65% in size
#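 Rat TrxR1 (90 nM in the dispensed reagent) was pre-reduced with 400 uM NADPH for 5 min at room temperature, then incubated with compound for 15 min. After 400 uM selenite was added, NADPH fluorescence (Ex 340/Em 450 nm) was followed for 8 min.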
# D2 agonist – HTS Assay for Allosteric Agonists of the Human D2 Dopamine Receptor: Primary Screen for Agonists. hit rate 0.53% among 340,000. HEK293 T-REx D2 cells, calcium flux agonist mode. AID 485358, 2010. activation, % at 2 µM. D(2) dopamine receptor (Homo sapiens), P14416;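 active = activation over 3 SD above normal in the single-dose calcium agonist read, cut at about 30% in these data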; note: 0% is about no effect
#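 Agonism scored from kinetic calcium signal (1 read/sec, 180 s) following compound pin transfer, after a 10 s baseline. Cells: HEK293 Trex line expressing inducible D2 receptor coupled to calcium, dye-loaded after overnight culture at 30 C.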
# PI4K2A inh – qHTS for small molecular inhibitors of PI4K2A; Phosphatidylinositol 4-kinase type 2-alpha (Homo sapiens), Q9BTU6; purified PI4K2A, ADP-Glo luminescence, 1 h; stronger effect = lower value; activity change, negative = inhibition, % at 76.9 µM; hit rate 0.13% among 420,000; AID 1346378, 2018; in the data active = activity change below about -50%; inconclusive = mostly about -30% to -49%;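 note: -100% = wells without enzyme as full effect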
#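 Compounds are screened against recombinant PI4K2A using PI as substrate and ATP, the latter dispensed at 300 microM. Reactions run one hour at ambient temperature before ADP-Glo detection; full inhibition defined by wells lacking enzyme.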
# IDH1 R132H inh – qHTS for Inhibitors of mutant isocitrate dehydrogenase 1 (IDH1): qHTS; IDH1-R132H enzyme, NADPH consumption, diaphorase/resazurin fluorescence; Potency, µM (highest dose often 76.6 µM), without a hit: top-dose activity change, negative = inhibition, actives largely listed as inhibitors; hit rate 0.093% among 390,000; note: potency is the fitted concentration of half-maximal effect; % is set by controls: 0 for no effect and ±100 for the full control effect; nearly all actives have a fitted effect of over 65% in size
# Target sequence (O75874 whole entry R132H, stated change not applied): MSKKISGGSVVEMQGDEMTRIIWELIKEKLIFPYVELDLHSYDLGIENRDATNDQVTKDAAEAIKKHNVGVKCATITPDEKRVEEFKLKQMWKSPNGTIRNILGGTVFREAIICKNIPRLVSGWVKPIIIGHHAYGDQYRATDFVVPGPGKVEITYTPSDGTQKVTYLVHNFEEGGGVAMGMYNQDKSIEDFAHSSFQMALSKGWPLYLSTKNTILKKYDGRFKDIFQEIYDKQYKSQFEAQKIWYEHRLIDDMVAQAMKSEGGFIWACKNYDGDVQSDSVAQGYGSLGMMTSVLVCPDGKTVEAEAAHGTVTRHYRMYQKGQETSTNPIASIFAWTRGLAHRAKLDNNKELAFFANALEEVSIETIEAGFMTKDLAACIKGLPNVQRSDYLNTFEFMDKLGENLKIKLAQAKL
#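 IDH1-R132H (0.5 ug/mL dispensed) in pH 7.5 Tris buffer was preincubated 30 min with compound, then given a substrate mix of 0.016 mM NADPH and 2 mM alpha-KG for 80 min at room temperature; remaining NADPH was read by diaphorase/resazurin fluorescence.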
# TRHR agonist – qHTS for Small Molecule Agonists and Allosteric Enhancers of Human TRH Receptor: Primary Screen for Agonists; Thyrotropin-releasing hormone receptor (Homo sapiens), P34981; TRHR cells, calcium flux fluo-8, FDSS agonist mode; activation, % at 2 µM; hit rate 0.18% among 360,000; AID 493084, 2011; in the data active = activation above about 30%; note: 0% is about no effect
# Target sequence (P34981 whole entry, looked up): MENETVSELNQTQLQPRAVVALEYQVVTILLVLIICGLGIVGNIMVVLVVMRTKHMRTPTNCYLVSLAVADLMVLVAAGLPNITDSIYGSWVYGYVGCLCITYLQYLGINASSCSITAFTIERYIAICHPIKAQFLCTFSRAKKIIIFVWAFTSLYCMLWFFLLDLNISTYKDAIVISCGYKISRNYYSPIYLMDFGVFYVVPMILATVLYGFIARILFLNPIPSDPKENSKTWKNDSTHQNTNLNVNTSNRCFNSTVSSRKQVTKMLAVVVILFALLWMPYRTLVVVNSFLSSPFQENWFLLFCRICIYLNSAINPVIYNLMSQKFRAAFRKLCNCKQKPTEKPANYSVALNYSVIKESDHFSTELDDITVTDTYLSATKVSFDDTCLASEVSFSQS
#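 In this calcium-flux screen, cells bearing human TRHR are dye-loaded with fluo-8, baselined for 10 cycles, then exposed to library compounds; positive kinetic calcium responses during the agonist phase mark hits, with TRH as control.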
# D2 antag – HTS Assay for Allosteric Antagonists of the Human D2 Dopamine Receptor: Primary Screen for Antagonists. D(2) dopamine receptor (Homo sapiens), P14416. HEK293 TREx D2 cells, calcium flux, dopamine EC80. inhibition, % at 10 µM. hit rate 2% among 340,000. AID 485344, 2010; in the data active = inhibition above about 30%; note: 0% is about no effect
#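 Calcium flux kinetic readout in an inducible HEK293 TREx D2 line plated overnight at 30 C. After 180 s compound exposure, an EC80 dopamine challenge follows with another 180 s kinetic read to detect antagonism.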
# TrxR1 substrate – qHTS Assay for Substrates of Mammalian Selenoprotein Thioredoxin Reductase 1 (TrxR1): qHTS. Potency, µM (top dose mostly 114 µM), without a hit: at the top dose activity change, negative = substrate turnover. hit rate 0.01% among 390,000. Thioredoxin reductase 1, cytoplasmic (Rattus norvegicus), O89049. purified TrxR1 substrate turnover, NADPH consumption readout; note: potency is the fitted concentration of half-maximal effect; % is set by controls: 0 for no effect and ±100 for the full control effect; nearly all actives have a fitted effect of over 50% in size
#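 Rat TrxR1, dispensed at 90 nM, was prereduced with 400 uM NADPH (final) for 5 min at ~22 deg C, then incubated with compound 15 min before 400 uM selenite. A first-read NADPH fluorescence drop versus no-compound background flagged substrates.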
# TRHR PAM – qHTS for Small Molecule Agonists and Allosteric Enhancers of Human TRH Receptor: Primary Screen for Enhancers; Thyrotropin-releasing hormone receptor (Homo sapiens), P34981; TRHR cells, fluo-8 calcium fluorescence, EC20 TRH enhancement; enhancement, % at 2 µM; hit rate 0.66% among 360,000; in the data active = enhancement above about 30%; note: 0% is about no effect
#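 TRHR-expressing cells loaded with fluo-8 calcium dye were read kinetically (ex 480/em 530) during compound addition, then stimulated with an EC20 of TRH (10 nM final). Enhancement of the Gq-mediated intracellular calcium response was scored.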
# Numbers without * were called inactive; ? = inconclusive; · = no result given; & = joins results of further samples; [ ] = dose if it differs, or a comment. Unless noted, calls come from the whole dose curve; as a rule, active = well fitted inhibition curve with a large enough effect; inconclusive = small, poorly fitted or top-dose-only effect; inactive = no such curve, though single readings can be large or run the other way.
SMILES,USP1-UAF1 inh,rTrxR1 inhibitor,D2 agonist,PI4K2A inh,IDH1 R132H inh,TRHR agonist,D2 antag,TrxR1 substrate,TRHR PAM
C=CC[C@@H](CC(=O)NCCO)C(=O)N[C@@H](COC(=O)[C@@H](CC=C)CC(=O)OC(C)(C)C)Cc1ccccc1,6%,-7%,·,-2,1%,·,·,-14%,·
CCOc1ccc(NC(=O)N2CCC(NC(=O)c3ccco3)CC2)cc1,-24%,26%,-0.6,-12,5%,0.1,-17,11%,-2
Cc1c(CCC(=O)O)c(=O)oc2c(C)c3occ(-c4ccc(Br)cc4)c3cc12,-18%,4%[57.1 µM],1.0,1,-22%,0.8,-9,13%[57.1 µM],-3
CC(C)(C#N)Nn1cnnc1,-18%,18%,0.3,2,13%,1.3,-7,3%,4
CCCCc1nnc(NC(=O)CN2C(=O)NC3(CCCCC3)C2=O)s1,-3%,-2%,0.8,4,16%,0.3,-5,-11%,1
N#Cc1ccc(N[C@@H]2CCN3C(=O)c4ccccc4[C@@H]3C[C@H]2O)cc1,-4%,2%,·,2,-8%,·,·,-3%,·
O=C(c1ccc(NS(=O)(=O)c2ccc(Cl)cc2)cc1)N1CCOCC1,-8%,15%,-0.4,0,6%,0.2,-14,0%,12
Cc1cc(/C=C2\SC(=S)N(C)C2=O)c(C)n1-c1ccc(O)cc1,?,-32%,5.3,0,-3%,4.7,5,-11%,-2
CC(C)(C)c1ccc(C(=O)NCc2ccccc2)cc1,-10%,16%,·,6,-7%,0.9,·,-3%,-3
COc1ccc(NC(=O)CN(C)CC(=O)NCCc2ccc(F)cc2)cc1,-10%,-1%,-1.1,-4,1%,-0.1,-2,-9%,-2
CC(C)(Oc1ccc(Br)cc1Cl)C(=O)Nc1ccon1,-18%,3%,-1.0,-7,4%,-0.1,7,-7%,-3
Cc1c(C#N)c(O)n(CCO)c(=O)c1N=Nc1ccc(S(N)(=O)=O)cc1,-16%,-20%,0.9,-7,4%,0.6,2,-16%,-4
Cc1cc(-c2cc(C(=O)NCc3ccccc3)on2)nc(S(C)(=O)=O)n1,-8%,1%[57.1 µM],0.2,-3,0%,0.2,-4,7%[57.1 µM],0
O=C(Cn1cc(S(=O)(=O)Cc2ccc(F)cc2)c2ccccc21)NCc1ccccc1,-17%,14%,1.3,-8,-11%,0.4,·,0%,-3
CCNc1nc(NCC)nc(N(C)n2cnnc2)n1,-23%,14%,0.9,4,-1%,-0.1,-1,7%,4
O=C(CSCc1ccc(Cl)cc1)Nc1ccc(S(=O)(=O)N2CCCCCC2)cc1,-14%,-3%,9.2,4,2%,2.2,-1,-5%,1
O=S(=O)(c1ccccc1)N1CCN(c2nc(-c3cccnc3)nc3ccccc23)CC1,2%,0%[57.1 µM],0.3,-2,-5%,0.2,-5,-3%[57.1 µM],-6
COc1ccc(OC)c(C2CC(=O)Nc3c2c(=O)n(C)c2ncnn32)c1 (configuration not stated),-16%,2%,-0.1,-2,5%,-2.2,·,-2%,5
CC1(C)Cc2cccc(OCC(=O)OCC(=O)Nc3cccc(S(N)(=O)=O)c3)c2O1,-21%,21%,-2.0,1,2%,0.2,-12,3%,1
CCOC(=O)C1=C(CNCc2ccccc2Cl)NC(=O)NC1c1ccc2c(c1)OCO2 (configuration not stated),-28%,10%,-0.5,1,8%,-0.6,9,1%,-6

# Compound profiles, as listed above. Values in the order: USP1-UAF1 inh	rTrxR1 inhibitor	D2 agonist	PI4K2A inh	IDH1 R132H inh	TRHR agonist	D2 antag	TrxR1 substrate	TRHR PAM
# `O=C(c1ccc(NS(=O)(=O)c2ccc(Cl)cc2)cc1)N1CCOCC1` is listed with -8%	15%	-0.4	0	6%	0.2	-14	0%	12
# `CCCCc1nnc(NC(=O)CN2C(=O)NC3(CCCCC3)C2=O)s1` is listed with -3%	-2%	0.8	4	16%	0.3	-5	-11%	1
# `O=S(=O)(c1ccccc1)N1CCN(c2nc(-c3cccnc3)nc3ccccc23)CC1` is listed with 2%	0%[57.1 µM]	0.3	-2	-5%	0.2	-5	-3%[57.1 µM]	-6
# `CCOC(=O)C1=C(CNCc2ccccc2Cl)NC(=O)NC1c1ccc2c(c1)OCO2` (configuration not stated) is listed with -28%	10%	-0.5	1	8%	-0.6	9	1%	-6
# `CC(C)(C#N)Nn1cnnc1` is listed with -18%	18%	0.3	2	13%	1.3	-7	3%	4

# (cont.)
SMILES,USP1-UAF1 inh,rTrxR1 inhibitor,D2 agonist,PI4K2A inh,IDH1 R132H inh,TRHR agonist,D2 antag,TrxR1 substrate,TRHR PAM
COc1ccc(Cl)cc1C(=O)Nc1ccc(CN2CCCCC2)cc1,-13%,-6%[57.1 µM],2.5,11,-11%,2.4,-9,-6%[57.1 µM],64*
COc1ccc(NS(=O)(=O)c2cc(NC(=O)c3ccccn3)ccc2OC)cc1Br,-22%,16%,·,2,11%,·,·,-4%,·
CCc1cccc(NC(=O)C2CCCN(S(=O)(=O)c3cccs3)C2)c1 (configuration not stated),-22%&-14%,-9%&14%,-0.1,3&2,5%&35%,-1.9&-0.9,·,-13%&-3%,-1&6
CCOc1ccccc1NC(=O)c1ccc2c(c1)C(=O)N(CC1CCCO1)C2=O (configuration not stated),-10%,17%,-0.1,-3,-2%,-0.5,2,0%,2
CC(C)Oc1cccc(C(=O)Nc2ccc(CN3CCOCC3)cc2)c1,-7%,9%[57.1 µM],1.5,9,0%,0.5,-3,7%[57.1 µM],-5
CCc1cccc(Nc2c([N+](=O)[O-])cc(C(=O)N3CC(=O)Nc4ccccc43)cc2[N+](=O)[O-])c1,-7%,-5%,1.0,-2,3%,0.2,-11,-8%,7
CCOC(=O)[C@H]1[C@H]2COc3ccc(C)cc3[C@@H]2N2C(=O)CN(Cc3ccc(Cl)cc3)C(=O)[C@@]12C,-14%,13%,-0.3,-1,-1%,0.5,-1,0%,-1
CCN(Cc1ccccc1)C(=O)c1nc(-c2cccc(F)c2)n2c1CCCCC2,9%,2%,-1.4,2,13%,-0.7,·,-4%,0
Cc1onc(-c2ccccc2)c1C(=O)N[C@@H]1C(=O)N2[C@@H]1SC(C)(C)[C@@H]2C(=O)O,·,·,-1.3,·,·,-1.5,16,·,2
Cc1nn(C(=O)c2ccccc2F)c(C)c1S(=O)(=O)N1CCOCC1,-2%,-9%[57.1 µM],0.5,-1,11%,0.7,·,3%[57.1 µM],-5
COc1ccccc1NC(=O)c1oc2ccc(C)cc2c1C,?,20%[57.1 µM],-0.1,1,11%,0.3,7,-5%[57.1 µM],-2
COc1ccc(OC)c(NC(=O)CSc2nc(N3CCOCC3)nc(N3CCOCC3)n2)c1,-22%,-8%,-1.1,-2,6%,-1.3,12,-6%,-3
CN1/C(=C/C=C(/C#N)C(N)=O)C(C)(C)c2ccccc21,-7%,-36%,·,2,9%,·,·,?,·
Cc1ccc(-n2nc(-c3ccco3)cc2C(=O)O)cc1,-9%,?,-0.5,2,-8%,-0.6,-7,4%,3
CCN(CCCNC(=O)c1cc2c(=O)n(C)c3ccccc3c2s1)c1ccccc1,4%,-4%,0.0,0,0%,0.4,·,1%,-3
NC(=O)[C@@H]1CC2(CC(c3cccc(NC(=O)COc4ccc(Cl)cc4)c3)=NO2)CN1C(=O)COc1ccc(Cl)cc1 (some centres not stated),-17%,54%[activator][57.1 µM],-0.2,3,13%,0.9,15,16%[57.1 µM],-4
CCOc1ncccc1C(=O)NNC(=O)c1csc(N2CCOCC2)n1,-18%,-8%,0.6,-5,8%,-0.5,2,-6%,-8
CCN1C=C(C(=O)OC)C(c2cccc(C)c2)C(C(=O)OC)=C1,-17%,-27%,-0.3,0,0%,-0.5,0,546%[activator],-8
CCN(CC)C(=O)Cn1c(=O)n(CCCCCC(=O)NCc2ccccc2)c(=O)c2sccc21,10%,0%,0.3,1,·,0.3,·,-4%,3
COc1ccc(C(C(=O)NCC2CCCO2)N(C(=O)c2snc(C(N)=O)c2N)c2ccccc2C)cc1OC (configuration not stated),-16%,28%[57.1 µM],-3.0,-7,9%,-1.0,6,82%[activator][57.1 µM],0
O=C(Nc1ccc2nn(-c3ccccc3)nc2c1)c1ccco1,-6%,19%,-2.5,2,4%,-3.0,-5,43%[activator],-5
Nc1cccc(C(=O)OCC(=O)NC2CCCc3ccccc32)c1 (configuration not stated),-5%,12%,1.3,0,3%,0.7,1,2%,3
Cc1ccc(C(=O)N/C(=C\c2ccc(-c3ccc(Cl)cc3)o2)C(=O)NCCCN(C)C)cc1,-10%,1%[57.1 µM],1.5,2,13%,1.5,1,2%[57.1 µM],-3
Cc1ccc(NCc2cccn2-c2nnc(N3CCC(C(=O)NC(C)C)CC3)s2)cc1,-17%,-17%,-0.9,-7,·,-0.4,·,-8%,-1
